PGC1a acetyl inh: lowers PGC1a acetylation signal in U2OS cells; AlphaScreen anti-acetyl-lysine; with virally co-expressed GCN5 acetyltransferase; hit rate 0.17% among 350,000; inhibition, % at 15.6 µM;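 active means every replicate shows inhibition of at least 40%; inconclusive means mean inhibition at least 40% but some replicate below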;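 further: 0% = neutral control wells and 100% = positive control wells; some results beyond the cut were filed as inactive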
Cneo AK release: causes C. neoformans cell lysis | lysis activity, % at 15 µM | adenylate kinase release luminescence, 4 h; normalised: neutral wells 0, clomiphene wells 100 | hit rate 0.2% among 360,000;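 active means mean lysis activity across replicates of at least 80%, whatever share of replicates individually reach that level; inactive means mean lysis activity below 80%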
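Signal: Adenylate kinase release luminescence | Assay system: Log-phase Cryptococcus neoformans yeast cells | Input: Cells at 5 × 10^6 per mL | Buffer or medium: Fresh YPD growth medium | Compound: Single dose | Schedule: Static 4 h at 37 °C with compound, 1 h detection | Controls: Clomiphene | Read-out: Luminescence rise reflecting yeast cell lysis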
C2C12 statin: suppressors of simvastatin-induced myotoxicity in C2C12 myotubes; ATP luminescence, 48 h; scaled: DMSO 0, geranylgeraniol control 100; hit rate 0.78% among 330,000; rescue of ATP level, % at 7.49 µM;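 active means mean ATP rescue above about 67%, or every replicate alone reaching that limit, limit read from the data, passing the limit was not always enough; inconclusive means no clear call, values can overlap the other calls; inactive means mean under the limit and some replicate under it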;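 further: myotubes were challenged with 10 µM simvastatin during compound exposure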
Starred values were filed as active, the others as inactive; ? = inconclusive.

SMILES | PGC1a acetyl inh | Cneo AK release | C2C12 statin
C=COCCNC(=O)C1CC(=O)N(c2ccc(C)cc2)C1 (centres undefined) | 1.2 | 1.9 | 4.6
O=C(O)C1CCCN1S(=O)(=O)c1ccc2[nH]c(=O)c(=O)[nH]c2c1 (centres undefined) | -6.0 | 1.8 | 6.0
CC(/C=N/n1c(-c2cccnc2)n[nH]c1=S)=C\c1ccccc1 | 6.9 | 6.8 | 24.5
CCN(Cc1nc2ccccc2c(=O)[nH]1)Cc1cc(=O)oc2cc(OC)ccc12 | 5.9 | 29.5 | -3.5
O=C1CC(=O)CC(c2ccco2)C1 | -16.6 | -3.2 | -8.4
COc1ccccc1NC(=O)N(CCCN1CCOCC1)Cc1cc2cc3c(cc2[nH]c1=O)OCO3 | 3.8 | -2.6 | 7.5
Cc1nc2ccc(S(=O)(=O)N(C)CC(=O)NCc3ccc4c(c3)OCO4)cc2s1 | -19.9 | 2.9 | 17.0
COc1cccc(C(=O)Nc2c3c(nn2-c2cccc(C)c2C)CS(=O)(=O)C3)c1OC | -4.9 | -0.5 | 19.6
CCNC(=O)CN1C(=O)NC(CCc2ccccc2)C1=O (centres undefined) | -6.6 | -2.6 | -2.2
Cc1nn(C)cc1CNC(=O)Nc1ccc(Cl)c(Cl)c1 | 0.8 | -2.5 | 2.6
COc1ccc(S(=O)(=O)NCCC(=O)NC2CCCCCCC2)cc1 | -3.3 | 5.0 | 0.5
COc1cccc(CNC(=O)C2CCN(c3cnccn3)CC2)c1 | -5.4 | -2.0 | 0.7
COC(=O)C1=NN(N=O)C2(CC(=O)N(c3cc(C)cc(C)c3)C2=O)C1 (centres undefined) | -0.6 | 1.2 | 3.1
CC(=O)Nc1ccc(S(=O)(=O)Nc2cccc(C(=O)NC(C)(C)C)c2)cc1 | -10.2 | -0.6 | 12.5
COc1ccc(OC)c(NC(=O)c2[nH]c(C)c(C(C)=O)c2C)c1 | -0.2 | -0.8 | -4.4
CN=C(C)C1=C(O)C(C(=O)OC)C(C)(C)CC1=O (centres undefined) | -11.8 | -3.7 | -11.6
CCC/C(=C1/C(=O)CC(C)(C)C(C(=O)OC)C1=O)N1CCCC1 (centres undefined) | -10.6 | -4.5 | 19.0
CCOc1cc2[nH]c(=S)n(CCCN(CC)CC)c(=O)c2cc1OCC | -12.7 | 1.4 | -8.0
CCCC1CCC(C2=N/C(=C\c3ccc(OC)c(OC)c3)C(=O)O2)CC1 (centres undefined) | 5.7 | -2.0 | 2.5
COc1ccc(-c2nc3cc(NC(=O)Cc4ccc(OC)c(OC)c4)ccc3o2)cc1 | 13.2 | -1.3 | 5.4

Reprinted at random: three compounds from above
SMILES | PGC1a acetyl inh | Cneo AK release | C2C12 statin
O=C1CC(=O)CC(c2ccco2)C1 | -16.6 | -3.2 | -8.4
CC(=O)Nc1ccc(S(=O)(=O)Nc2cccc(C(=O)NC(C)(C)C)c2)cc1 | -10.2 | -0.6 | 12.5
COc1ccc(OC)c(NC(=O)c2[nH]c(C)c(C(C)=O)c2C)c1 | -0.2 | -0.8 | -4.4

Some entries already given, reduced to PGC1a acetyl inh and C2C12 statin:
mol	PGC1a acetyl inh	C2C12 statin
COc1cccc(C(=O)Nc2c3c(nn2-c2cccc(C)c2C)CS(=O)(=O)C3)c1OC	-4.9	19.6
CCNC(=O)CN1C(=O)NC(CCc2ccccc2)C1=O (centres undefined)	-6.6	-2.2

The results go on:
SMILES | PGC1a acetyl inh | Cneo AK release | C2C12 statin
O=C(NCC(c1cccnc1)N1CCN(c2ccc(F)cc2)CC1)c1ccccc1 (centres undefined) | 26.8 | -1.4 | 11.4
c1nc(N2CCC3(CC2)OCCO3)c2c3c(sc2n1)CCCC3 | 11.2 | -4.5 | 1.6
COc1cccc(OC)c1C(=O)N1CCN(Cc2ccncc2)CC1 | 1.1 | -2.3 | 3.1
COc1ccc(/C=C2/C(=O)N(CC3CCCO3)C(=S)N2C)c(OC)c1 (centres undefined) | 4.0 | 0.1 | -0.6
Cc1cc(C)nc(SCCn2c(N3CCCCC3)nc3c2c(=O)n(C)c(=O)n3C)n1 | 5.8 | -0.2 | -11.0
Cc1ccc(Sc2ccc(N)cc2C#N)cc1 | -3.7 | -5.0 | 27.3
CCCn1nnnc1NC(=O)COc1ccc(Cl)cc1C | 9.9 | 6.8 | -0.2
Cc1n[nH]c(C)c1Cc1ccc(C(=O)O)cc1 | -10.6 | 3.2 | -21.0
CC(Cl)C(=O)NNc1cccc(Cl)n1 (centres undefined) | 12.9 | 2.6 | -4.5
C[C@@H](CO)NC(=O)[C@H]1O[C@@H](n2cnc3c(N)ncnc32)[C@H](O)[C@@H]1O | 12.1 | 0.8 | -7.0
O=C(Nc1cc2nn(-c3ccccc3)nc2cc1Cl)c1ccco1 | 14.9 | -1.6 | 12.9
Cc1ccc(Cn2nc(C)c(NC(=O)C3CC3)c2C)cc1 | -6.1 | 2.8 | -0.4
CCOc1ccccc1N1CCN(c2nc3ccccc3nc2C(C#N)C(=O)OC)CC1 (centres undefined) | 5.0 | -0.5 | 7.6
O=C(OC(C(=O)NC1CCCC1)c1ccccn1)c1cccs1 (centres undefined) | -0.2 | -4.8 | 18.0
O=C(NCCCN1CCCC1=O)NC1CCCCC1 | 2.5 | -3.4 | 3.8
O=C(NCc1ccco1)c1ccc(N2CCCC2=O)cc1 | 4.8 | -2.1 | 2.6
Cn1c(=O)c2c(nc(SCCN3CCOCC3)n2Cc2ccccc2)n(C)c1=O | -4.6 | -0.8 | 10.8
O=C(CCN1CCN(c2ccccc2)CC1)Nc1ccc(Cl)cc1 | -24.2 | -0.3 | -5.1
O=C(CCS(=O)(=O)c1cccs1)Nc1ccc(C(=O)NCc2ccccc2)cc1 | -3.8 | 7.3 | 9.8
C#CC[N+]1(CC#Cc2ccc(C#CC[N+]3(CC#C)CCOCC3)cc2)CCOCC1 | 5.1 | 0.2 | -10.6
N#CC1=C(N)OC2=C(C(=O)CCC2)C12CCN(C(=O)OCc1ccccc1)CC2 | -2.8 | -2.1 | 4.8
Cc1ccc(CNC(=O)C2CCC(=O)N2CCc2ccccc2)cc1 (centres undefined) | 4.0 | -1.1 | 8.2
C1CCC(n2nnnc2CN2CCN(C3CCCC3)CC2)CC1 | -16.1 | 1.5 | 1.9
Cc1cc(C(F)F)n2nc(C(=O)Nc3ccc(S(=O)(=O)N4CCCC4)cc3)nc2n1 | -1.8 | 0.5 | -12.6
CC(=O)Nc1nonc1-c1nc2ccccc2n1Cc1ccccc1 | -61.4 | 0.2 | -1.1
COc1ccc(C(=O)CSc2cc(C)nc(SCC(=O)c3ccc(C)cc3)n2)cc1 | -11.8 | 3.0 | -15.9
COCCN(CC(=O)Nc1ccccc1)S(=O)(=O)c1ccc(S(=O)(=O)N2CCCC2)cc1 | 1.1 | -0.4 | 10.5
Cc1ccc(C(=O)CC2(O)C(=O)N(CN3CCOCC3)c3ccccc32)cc1 (centres undefined) | -3.7 | 0.4 | 2.8
Cn1c(=O)c2ncn(CC(=O)NCCOc3ccc(C(C)(C)C)cc3)c2n(C)c1=O | 12.5 | 7.9 | -17.9
O=C(c1nn2cccnc2c1Cl)N1CCN(c2ccccc2)CC1 | -6.7 | 1.0 | 1.4
COc1ccc(CSc2nncn2N)cc1Br | 1.1 | -1.0 | -3.4
O=S(=O)(Nc1ncnc2sc3c(c12)CCC3)c1ccc2ccccc2c1 | 15.9 | -1.4 | 20.3
CCOc1ccc(NC(=O)CSc2nnc(C)n2CCCOC)cc1 | 9.9 | -0.1 | -2.0
CS(=O)(=O)N1CCC(C(=O)c2cccc(Cl)c2)CC1 | 7.4 | -1.3 | -1.3
Cc1cccc(C)c1NC(=O)C(c1ccc([N+](=O)[O-])cc1)N1CCCCC1 (centres undefined) | -2.7 | 4.9 | -3.8
Cc1nn(-c2ccccc2)c2sc(C(=O)N3CCCCC3)cc12 | 1.9 | 0.0 | ?
CC1(C)CC(=O)c2c(n(-c3cccc4ccccc34)ccc2=O)C1 | 11.4 | 4.6 | 11.3
CN1CCN(c2nc3ccccc3nc2C(C#N)C(=O)OC2CCCCC2)CC1 (centres undefined) | -19.3 | 2.0 | -0.6
COc1cc(OC)c(OC)cc1/C=N/NC(=O)c1cc(-c2cccn2C)n[nH]1 | -4.3 | -0.1 | 6.3
CCOC(=O)c1cc2cc(F)ccc2nc1C | 6.7 | -0.8 | -3.7
CCOC(=O)C1CCCN(CCC(=O)Nc2c(C(=O)OC)[nH]c3cc(OC)ccc23)C1 (centres undefined) | 6.5 | -4.7 | -3.4
CCOC(=O)C1CCCN(Cc2cccs2)C1 (centres undefined) | -11.0 | -1.6 | 34.6
CCCc1nnc(SCC(=O)N2CCCCC2C)n1CC1CCCO1 (centres undefined) | 2.9 | 0.6 | -1.1
O=C(O)C(F)(F)S(=O)(=O)O | -0.6 | 1.0 | -1.8
COc1ccc(OCC#CCNC(C)(C)C)cc1 | -13.2 | 0.5 | 2.5
Cn1nnc(-c2ccc(OCc3ccccc3F)cc2)n1 | 5.3 | -5.6 | -12.7
Cc1ccc(C)c(Cn2c(CO)nc3ccccc32)c1 | -3.0 | 1.3 | 11.9
CCC(C)(C(=O)Nc1ccc2c(c1)OCCO2)N(C(C)=O)c1ccc(C(N)=O)cc1 (centres undefined) | 0.0 | -0.5 | 5.8
Cc1[nH]c2c(Cl)cccc2c(=O)c1CN1CCCC1 | -13.6 | -0.8 | 4.5
Cc1ccccc1C(=O)Nc1ccccc1-c1nnn(CC(=O)Nc2ccc3c(c2)OCCO3)n1 | 14.4 | -1.1 | 1.6
C=CCNC(=O)c1snnc1-c1ccccc1 | 2.8 | -0.3 | -9.9
Cc1nn(CC(=O)NCc2ccccc2)c(C)c1[N+](=O)[O-] | 6.5 | 1.8 | 84.1*
COc1ccc(C(=O)N2CCN(c3ncnc4c(-c5ccccc5)nsc34)CC2)cc1 | 4.5 | 2.2 | -7.9
COc1ccc(S(=O)(=O)N(CC(=O)N2CCOCC2)Cc2ccccc2)cc1 | -4.2 | 0.7 | 7.9
CCN(CC)C(=O)CSc1nc2ccccc2c(=O)n1CC1CCCCC1 | 1.4 | -1.5 | 18.6
Cc1cc(C)cc(OCC(=O)Nc2ccc3c4c(cccc24)CC3)c1 | 1.3 | 2.2 | -31.6
CCOc1ccc(/C(O)=C2/C(=O)C(=O)N(c3nc(C)c(C)s3)C2c2ccco2)cc1 (centres undefined) | -2.3 | 3.4 | 2.4
CNc1c([N+](=O)[O-])cnn1-c1ccc(C)cc1 | 10.6 | -1.7 | 5.1
O=C(CN1CCOCC1)N1CCCc2c1c(=O)oc1ccc(OCc3ccccc3)cc21 | -16.7 | 0.2 | 17.3
CCCN1C2=C(C(=O)CCC2)C(c2ccc(O)c(Br)c2)C2=C1CCCC2=O | -4.2 | 0.5 | -9.0

Ordered by count of non-hydrogen atoms (descending): 6 of the compounds above
SMILES | PGC1a acetyl inh | Cneo AK release | C2C12 statin
CCC(C)(C(=O)Nc1ccc2c(c1)OCCO2)N(C(C)=O)c1ccc(C(N)=O)cc1 (centres undefined) | 0.0 | -0.5 | 5.8
CCCN1C2=C(C(=O)CCC2)C(c2ccc(O)c(Br)c2)C2=C1CCCC2=O | -4.2 | 0.5 | -9.0
CCCc1nnc(SCC(=O)N2CCCCC2C)n1CC1CCCO1 (centres undefined) | 2.9 | 0.6 | -1.1
Cn1nnc(-c2ccc(OCc3ccccc3F)cc2)n1 | 5.3 | -5.6 | -12.7
COc1ccc(OCC#CCNC(C)(C)C)cc1 | -13.2 | 0.5 | 2.5
CCOC(=O)C1CCCN(Cc2cccs2)C1 (centres undefined) | -11.0 | -1.6 | 34.6

Returning to the listing; the 2 compounds before the break are reprinted first.
SMILES | PGC1a acetyl inh | Cneo AK release | C2C12 statin
O=C(CN1CCOCC1)N1CCCc2c1c(=O)oc1ccc(OCc3ccccc3)cc21 | -16.7 | 0.2 | 17.3
CCCN1C2=C(C(=O)CCC2)C(c2ccc(O)c(Br)c2)C2=C1CCCC2=O | -4.2 | 0.5 | -9.0
O=C(CCN1C(=O)/C(=C/C=C/c2ccccc2)SC1=S)Nc1nccs1 | -16.3 | 1.5 | -0.6
CCN(CC(=O)Nc1cccc(OC)c1)C(=O)c1ccc(C)s1 | -4.4 | 2.1 | -1.7
CCOC(=O)c1c(N)sc2c1CCCC2 | -1.6 | 3.9 | 14.8
Cc1cc(C(=O)CSc2nnc(-c3ccc(OC(F)F)cc3)o2)c(C)n1Cc1cccs1 | 14.1 | -0.4 | 3.8
CC12CCC(C(=O)N(c3ccccn3)c3ccccn3)(OC1=O)C2(C)C (centres undefined) | -4.0 | -2.2 | 0.8
O=C(O)c1ccc2c(c1)[C@@H]1C=CC[C@@H]1[C@H](c1ccccn1)N2 | 6.7 | -1.1 | 6.7
CCN(CC)Cc1c(O)ccc2c(C)c(CC(=O)OC)c(=O)oc12 | 3.8 | 2.5 | -2.3
CCC(C)c1ccc(O)c(N)c1 (centres undefined) | 7.6 | -1.6 | 5.9
COc1ccc(CC(=O)Nc2ccc(S(=O)(=O)Nc3cc(C)on3)cc2)cc1OC | -5.2 | -2.7 | -5.2
O=C(COc1ccc2ccccc2c1Br)NNC(=O)Nc1ccccc1 | -2.3 | 0.3 | 2.7
COCCCn1c(SCC(=O)NCc2ccco2)nc2sc3c(c2c1=O)CCC3 | -7.2 | 2.1 | 132.3*
CC(=O)OCc1c(F)c(F)c(-n2nc(C)cc2C)c(F)c1F | 14.2 | 2.2 | -10.6

Screens (PubChem)

Some of the compounds tested. The share of hits here may be higher or lower than overall.
